Screening results from PubChem.
Rad51 HR inh: human RAD51 strand exchange inhibitors, primary screen, biochemical, fluorescence; hRad51 DNA strand exchange, fluorescence dequenching; inhibition, % at 10 µM; 200,000 compounds, 0.085% hits; AID 1385, 2008;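 active means inhibition above 40% at the single screening dose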;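 further: 0% = DMSO control wells and 100% = blanks with heterologous ssDNA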
Target sequence (Q06609 whole entry, looked up): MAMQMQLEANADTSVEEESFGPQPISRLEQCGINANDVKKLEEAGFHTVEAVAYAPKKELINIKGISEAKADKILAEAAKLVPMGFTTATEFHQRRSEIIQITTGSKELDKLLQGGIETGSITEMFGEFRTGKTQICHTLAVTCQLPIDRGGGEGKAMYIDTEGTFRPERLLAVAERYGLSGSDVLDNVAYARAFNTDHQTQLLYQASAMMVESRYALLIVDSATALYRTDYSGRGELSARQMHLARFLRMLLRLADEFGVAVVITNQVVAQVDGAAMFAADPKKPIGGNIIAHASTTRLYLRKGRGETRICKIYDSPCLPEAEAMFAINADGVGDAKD
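Material: Human Rad51 nucleoprotein filaments preassembled on unlabelled ssDNA | Also added: Labelled 47-mer dsDNA for strand exchange | Dosing: Single dose, 10 µM final compound | Schedule: 30-min compound preincubation and 15-min exchange, both room temperature | Technique: Fluorescence dequenching at 485/520 nm | Measure: Percent inhibition relative to plate controls and blanks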
Mdm2 ligase inh: MDM2-luciferase reporter signal enhancers, primary screen, MDM2 E3 ligase inhibitor project, cell-based, luminescence, 1536-well; AID 1230, 2008; signal enhancement, % at 5 µM; 210,000 compounds, 0.11% hits; cell-based MDM2 ubiquitination luciferase reporter, 2 h; 0 = plate control, 100 = twice control, blank-subtracted;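 active means signal enhancement of 30% or more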;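 further: luminescence tracks abundance of the self-degrading MDM2-luciferase fusion protein; higher signal means inhibition of MDM2 E3 ligase activity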
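Material: stable MDM2–luciferase fusion reporter cells / Quantity: 2000 cells/well / Dosing: single 5 µM compound dose, 0.2% final DMSO / Buffer or medium: DMEM / Schedule: 4 h cell settling then 2 h compound exposure, 37 °C / Detection: luminescence with SteadyLite reagent, 15 min at room temperature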
14-3-3 Bad inh: inhibitors of 14-3-3 zeta/Bad binding, primary screen, biochemical, TR-FRET, bovine 14-3-3 zeta; 220,000 compounds, 0.71% hits; TR-FRET 14-3-3zeta/Dy647-pBad peptide displacement, 1 h; inhibition, % at 21.7 µM; AID 781, 2007;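 active means inhibition above about 70%, limit read from the data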;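 further: 0% = full 14-3-3 plus peptide FRET controls and 100% = background without 14-3-3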
Target sequence (P63103 whole entry, looked up): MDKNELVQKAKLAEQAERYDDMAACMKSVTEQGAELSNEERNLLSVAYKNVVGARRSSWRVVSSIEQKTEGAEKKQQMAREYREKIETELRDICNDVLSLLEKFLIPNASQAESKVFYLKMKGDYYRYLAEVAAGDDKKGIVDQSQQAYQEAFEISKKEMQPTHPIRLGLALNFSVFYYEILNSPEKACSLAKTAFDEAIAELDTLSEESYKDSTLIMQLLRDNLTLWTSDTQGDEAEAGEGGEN
p97 ATPase inh: inhibitors of human p97 ATPase, primary screen, biochemical; recombinant p97 ATPase, Kinase-Glo ATP luminescence, 3 h; inhibition, % at 8 µM; Transitional endoplasmic reticulum ATPase (Homo sapiens), P55072; 220,000 compounds, 0.42% hits; in the data active means inhibition above about 15%;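 further: 0% = DMSO vehicle and 100% = wells lacking enzyme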
Wee1 stabilizer: Wee1 degradation inhibitors, primary screen, cell-based, HeLa, Wee1K328M-luciferase, luminescence | HeLa Luc-Wee1K328M stability; 100% = proteasome inhibitor MG132 effect | reporter increase, % at 5 µM | 220,000 compounds, 1.2% hits;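 active means activation above the mean of all tested compounds plus 3 SD, set per screening run, cut at about 8.8% in these data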;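 further: cells exposed to compound for 20 h before luminescence read; 0% = DMSO alone and 100% = MG132 at 30 µM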
FXIIa inh: human FXIIa protease inhibitors, primary screen, biochemical, 1536-well; Coagulation factor XII (Homo sapiens), P00748; purified FXIIa, Boc-QGR-AMC fluorogenic substrate, 2 h; inhibition, % at 5 µM; 220,000 compounds, 0.3% hits; AID 800, 2007; in the data active means inhibition above about 40%;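 further: 0% = enzyme with no compound and 100% = blank without enzyme; many of its hits are not listed in these tables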
FXIa inh 1536: human FXIa protease inhibitors, primary screen, biochemical, 1536-well; Coagulation factor XI (Homo sapiens), P03951; purified FXIa, Boc-Glu-Ala-Arg-AMC fluorogenic substrate; inhibition, % at 5 µM; 220,000 compounds, 0.14% hits; AID 798, 2007;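 active means inhibition of at least 40%; inactive means inhibition below 40%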;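 further: fluorescence of freed AMC excited at 355 nm; 0% = enzyme without compound and 100% = no enzyme blank; many of its hits are not listed in these tables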
eIF4E 4G PPI: eIF4E–eIF4G protein interaction inhibitors, primary screen, biochemical, uHTS, TR-FRET, eIF4GI fragment | Eukaryotic translation initiation factor 4E (Mus musculus) + Eukaryotic translation … | inhibition, % at 21.7 µM | 220,000 compounds, 0.37% hits | AID 782, 2007 | TR-FRET eIF4E-eIF4GI(517-606) binding, 2 h;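 active means inhibition above about 30%, limit read from the data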;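 further: 0% = full FRET control wells and 100% = background wells lacking eIF4GI fragment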
KLK5 inh: human KLK5 protease inhibitors, primary screen, biochemical, 1536-well; Kallikrein-5 (Homo sapiens), Q9Y337; recombinant hK5, fluorogenic AMC substrate cleavage; inhibition, % at 5 µM; 210,000 compounds, 0.59% hits;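 active means inhibition of 40% or more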;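 further: 0% = enzyme controls without compound and 100% = no-enzyme blanks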
Target sequence (Q9Y337 67-293 limits assumed): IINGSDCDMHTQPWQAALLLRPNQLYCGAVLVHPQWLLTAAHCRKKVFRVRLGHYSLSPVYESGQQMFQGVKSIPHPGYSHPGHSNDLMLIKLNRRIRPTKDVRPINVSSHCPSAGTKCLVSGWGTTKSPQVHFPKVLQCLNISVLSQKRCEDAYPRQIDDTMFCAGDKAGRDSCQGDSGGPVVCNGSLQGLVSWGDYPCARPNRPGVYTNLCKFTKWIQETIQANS
Starred values were filed as active, the others as inactive; . = no result given; [ ] = remark or other dose.

1. Cc1ccc(C2(c3ccc(C)cc3)CC2C(=O)Nc2ccc([N+](=O)[O-])cc2O)cc1 (stereo not drawn)
2. COc1ccc(/C=N/OCC(=O)Nc2cc(C)on2)cc1OC
3. CCc1nnc(NC(=O)CSc2nnc(-c3ccco3)o2)s1
4. CCOC(=O)C(NC(=O)Nc1ccc(Cl)cn1)(Oc1ccc(F)cc1)C(F)(F)F (stereo not drawn)
5. CC1(C)CC(=O)C(C=Nc2ccc(N)cc2)=C(O)C1
6. O=C(CSc1ncnc2c(-c3ccc(Cl)cc3)nsc12)c1ccccc1
entry no.	1	2	3	4	5	6
14-3-3 Bad inh	12.1	13.3[fluorescence artefact?]	-15.3	15.8[fluorescence artefact?]	1.6	-6.0[fluorescence artefact?]
KLK5 inh	-9.7	-12.1	-10.7	-3.3	2.9	-25.0
Rad51 HR inh	-3.4	7.5	20.5	-5.8	.	1.7
FXIa inh 1536	4.9	19.8	-0.7	-5.2	4.2	-20.4
Mdm2 ligase inh	-2.2	-6.4	-18.6	-22.0	-4.6	-7.5
FXIIa inh	17.8	21.3	12.1	3.3	15.1	-0.7
Wee1 stabilizer	-2.0	-2.9	-1.4	-0.7	5.2	5.3
p97 ATPase inh	3.6	4.8	0.9	-4.7	2.4	-5.8
eIF4E 4G PPI	0.7	2.2	-3.8	7.8	0.3	-1.9

Molecules listed so far that contain two or more sulfur atoms:
3. CCc1nnc(NC(=O)CSc2nnc(-c3ccco3)o2)s1
6. O=C(CSc1ncnc2c(-c3ccc(Cl)cc3)nsc12)c1ccccc1
entry no.	3	6
14-3-3 Bad inh	-15.3	-6.0[fluorescence artefact?]
KLK5 inh	-10.7	-25.0
Rad51 HR inh	20.5	1.7
FXIa inh 1536	-0.7	-20.4
Mdm2 ligase inh	-18.6	-7.5
FXIIa inh	12.1	-0.7
Wee1 stabilizer	-1.4	5.3
p97 ATPase inh	0.9	-5.8
eIF4E 4G PPI	-3.8	-1.9

Other records
7. N/C(=N\OC(=O)N1c2ccccc2Sc2ccccc21)c1ccccc1
8. COc1ccc(OC)c(S(=O)(=O)Nc2ccc(C(N)=O)cc2)c1
9. Cc1c(N=c2scc(-c3ccccc3)n2C)c(=O)n(-c2ccccc2)n1C
10. O=C(CSc1nnc2ccccn12)NNC(=O)c1ccc(Br)cc1
11. CCOc1ccc(C2C(C(=O)c3ccco3)=C(O)C(=O)N2CCCn2ccnc2)cc1 (stereo not drawn)
12. CC(=O)c1ccccc1NC(=O)CN1C(=O)CS/C1=C\c1nc(-c2ccc(C)cc2)cs1
entry no.	7	8	9	10	11	12
14-3-3 Bad inh	19.1[fluorescence artefact?]	-7.4[fluorescence artefact?]	-8.8	-7.5	8.4	-11.9
KLK5 inh	18.9	-8.4	-25.5	0.1	-23.5	-8.3
Rad51 HR inh	2.0	-7.4	7.8	7.3	-6.5	-1.8
FXIa inh 1536	8.1	-8.9	-3.7	-3.4	-15.7	-3.6
Mdm2 ligase inh	-34.7	4.0	0.0	-7.2	-15.3	-8.9
FXIIa inh	13.1	4.0	-0.2	10.7	9.0	6.4
Wee1 stabilizer	-2.4	-1.2	2.9	5.7	-0.8	0.1
p97 ATPase inh	-2.4	-1.8	1.8	1.3	-4.5	1.8
eIF4E 4G PPI	-14.4	-10.9[fluorescence artefact?]	0.1	0.2	-2.5	-2.0

13. O=C(NCc1cccc(CNC(=O)C(=O)NCc2ccco2)c1)C(=O)NCc1ccco1
14. CC(=O)c1sc(NCCOc2ccc(C)cc2)nc1C
15. COC(=O)CSC1=C(C#N)C(c2ccc3c(c2)OCO3)C2=C(CCCC2=O)N1 (stereo not drawn)
16. O=C(COC(=O)c1ccccc1Nc1ccc(SC(F)F)cc1)NCc1ccco1
17. CSCCOC(=O)C1=C(C)Nc2ccc(C)cc2S1
18. Cc1ccc(S(=O)(=O)NCCSc2nnnn2C)cc1
entry no.	13	14	15	16	17	18
14-3-3 Bad inh	1.0	3.8	-16.9[fluorescence artefact?]	-7.9	-9.8[fluorescence artefact?]	-2.6
KLK5 inh	-1.3	-19.3	-24.8	-16.0	-3.1	-18.6
Rad51 HR inh	1.4	-4.3	-7.8	8.7	9.2	-5.5
FXIa inh 1536	1.9	-5.4	-6.8	-16.6	2.1	2.7
Mdm2 ligase inh	-26.5	-16.5	-11.6	-10.4	-25.6	-15.7
FXIIa inh	5.1	-1.8	-8.4	-13.2	12.6	16.0
Wee1 stabilizer	1.0	-3.1	-3.1	-0.7	-0.7	-2.7
p97 ATPase inh	5.2	-0.2	-0.8	1.4	0.9	-2.3
eIF4E 4G PPI	-1.2	6.0	4.9	-5.9	8.0[fluorescence artefact?]	2.5

19. CCn1c2ccccc2c2cc(NC(=O)CSc3nnc(-c4cccc(Cl)c4)o3)ccc21
20. Cc1ccccc1Nc1nc(-c2sc(NC(=O)c3cccc(Cl)c3)nc2C)cs1
21. O=c1[nH]c(N2CCCCC2)nc2ncn(Cc3ccccc3)c12
22. CCC(C)c1ccc(NC(=O)C2CCCN(c3ncccn3)C2)cc1 (stereo not drawn)
23. COc1ccc(-n2c(SCC(=O)N/N=C(\C)c3cccnc3)nc3ccccc3c2=O)cc1
24. c1ccc(OCCCc2nc(-c3cccnc3)no2)cc1
entry no.	19	20	21	22	23	24
14-3-3 Bad inh	-6.9	43.6[fluorescence artefact?]	-10.4	7.7	4.8	-7.6
KLK5 inh	27.0	-26.3	3.3	4.8	-1.2	0.2
Rad51 HR inh	.	-3.4	.	5.3	-2.5	12.6
FXIa inh 1536	-6.2	-2.7	5.8	-19.9	-2.6	2.4
Mdm2 ligase inh	-9.4	-18.2	-7.0	1.5	-5.0	-4.5
FXIIa inh	1.9	8.7	9.0	8.7	-3.2	16.5
Wee1 stabilizer	-3.0	-0.1	-1.3	0.6	-3.2	-1.3
p97 ATPase inh	4.2	-5.4	4.6	-4.7	4.6	-4.6
eIF4E 4G PPI	-4.5	-27.1	-2.2	3.2	-1.3	-2.9

25. CN(C)CCn1c(NC(=O)c2ccc(Cl)cc2)nc2ccccc21
26. O=C(NC1CCS(=O)(=O)C1)c1ccc(S(=O)(=O)N2CCCCC2)cc1 (stereo not drawn)
27. COc1ccc(CSc2n[nH]c(C)n2)cc1[N+](=O)[O-]
28. CCOC(=O)N1CCC(NC(=O)C2CCN(C(=O)c3cc4sccc4n3CC)CC2)CC1
29. CC(=O)NC(=S)Nc1ccccc1N1CCN(C(=O)c2ccccc2)CC1
30. Cc1onc(-c2ccccc2Cl)c1C(=O)OCc1cnc(Cl)s1
entry no.	25	26	27	28	29	30
14-3-3 Bad inh	3.5	0.1	10.1	-1.0	-23.7	-0.3
KLK5 inh	-52.6	.	47.6*	-0.5	-8.1	-29.9
Rad51 HR inh	.	.	-10.1	.	12.3	-11.7
FXIa inh 1536	16.2	4.2	-3.1	0.5	-3.6	-6.9
Mdm2 ligase inh	-27.1	.	-47.7	-9.3	-13.1	-3.9
FXIIa inh	23.7	8.7	11.3	11.7	5.1	-10.5
Wee1 stabilizer	3.2	1.8	4.5	-1.4	-2.8	-1.9
p97 ATPase inh	-4.1	4.8	-5.6	0.0	0.8	-2.1
eIF4E 4G PPI	-8.0	1.5	6.3	-1.6	1.0	-1.3

31. COc1ccc([N+](=O)[O-])cc1NC(=O)c1ccc(Br)s1
32. Cc1ccc(NCc2nnc(SCC(=O)Nc3ccccc3)n2CC2CCCO2)c(C)c1 (stereo not drawn)
33. Cc1cccn2cc(-c3ccc4c(c3)NC(=O)CO4)nc12
34. O=C(Nc1ccccc1O)c1ccccc1O
35. COc1ccc(/C=N/NC(=O)c2cccnc2)cc1CN1CCc2ccccc2C1
36. COc1cc(C(=O)Nc2cccc3ncccc23)cc(OC)c1OC
entry no.	31	32	33	34	35	36
14-3-3 Bad inh	74.2*	6.7	-2.9	1.9	21.4	7.4[fluorescence artefact?]
KLK5 inh	-17.8	3.0	1.0	3.3	2.2	-10.5
Rad51 HR inh	-2.4	0.4	4.1	-5.4	8.3	.
FXIa inh 1536	-1.2	1.5	5.9	5.1	-3.2	-2.6
Mdm2 ligase inh	-15.3	-5.7	-7.3	17.8	-2.5	-10.1
FXIIa inh	1.4	10.7	9.4	13.3	3.8	1.7
Wee1 stabilizer	-0.1	8.2	1.1	-1.7	-2.1	-0.6
p97 ATPase inh	-2.1	-6.1	7.2	4.0	2.0	7.3
eIF4E 4G PPI	14.8	5.7	1.0	-1.5	-2.1	-5.2[fluorescence artefact?]

37. CCn1c(SCC(=O)Nc2ccc(NC(C)=O)cc2)nnc1C1CC1
38. COc1ccccc1NC(=O)C(=O)Nc1ccccn1
39. O=C(CNCc1ccc(Cl)cc1)NCc1ccco1
40. Nn1c(Cc2cccc3ccccc23)nnc1SCC(=O)N1CC(=O)Nc2ccccc21
41. CN(C)CCNc1ncnc2c1cnn2-c1ccc(Cl)cc1
42. COC(=O)C1=C(C(=O)OC)[C@@H]2N(C)c3ccccc3[C@@]23C[C@@H](C(=O)OC)N(C(=O)COCc2ccccc2)C3=N1
43. Cc1cc(NC(=O)c2cccc(F)c2)ncc1NC(=O)c1ccco1
44. S=C(N/N=C/c1cccc2ccccc12)Nc1cccc(Cl)c1
entry no.	37	38	39	40	41	42	43	44
14-3-3 Bad inh	4.1	-1.3	-23.7	-8.4	6.5[fluorescence artefact?]	-4.7	-12.2[fluorescence artefact?]	0.3
KLK5 inh	-5.8	-5.6	-18.2	1.0	-3.6	2.3	3.3	9.2
Rad51 HR inh	-1.4	0.1	6.0	0.6	-6.3	-3.3	9.7	-0.9
FXIa inh 1536	-4.5	0.4	1.5	5.7	4.2	-1.2	-1.7	9.6
Mdm2 ligase inh	-0.3	-10.8	0.0	-4.8	-21.1	5.8	-8.5	-8.2
FXIIa inh	11.9	-0.7	6.5	12.0	10.7	4.9	1.4	10.5
Wee1 stabilizer	-3.6	1.5	-0.9	-2.6	5.9	.	8.8	1.0
p97 ATPase inh	2.1	-5.7	4.1	7.9	-6.3	.	-18.4	0.9
eIF4E 4G PPI	2.2	-0.2	0.1[fluorescence artefact?]	-1.0	-3.1[fluorescence artefact?]	-6.6	3.8[fluorescence artefact?]	-4.3
